Bioassay records deposited in PubChem BioAssay by several laboratories.
MITF TRPM1 inh = inhibitors of MITF-dependent TRPM1 promoter reporter, primary screen, cell-based, SK-MEL-5, single point, luciferase; SK-MEL-5 TRPM1 promoter luciferase, 24 h; AID 488899, 2010; inhibition, % at 12.5 µM; 330,000 compounds, 0.83% hits;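 active = mean inhibition across replicates of 60% or more, whatever share of single replicates reaches that level; inconclusive = some that reach 60%, reason not given; inactive = mean inhibition across replicates below 60%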; note: values of inactives mirror those of a sister screen read the other way
Shn3 3UTR inh = reduction of Shn3 3'UTR firefly luciferase signal, primary screen, Schnurri-3 inhibitor project, cell-based, Clone20 osteoblasts, set 2 | inhibition, % at 12.5 µM | Clone20 osteoblast Shn3 3'UTR firefly luciferase, 24 h | 360,000 compounds, 0.52% hits | AID 588674, 2011;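 active = mean inhibition of at least 75% with every replicate also reaching 75%; inconclusive = mean inhibition at least 75% but some replicate below; inactive = mean inhibition below 75%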;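 note: 0% = median of neutral control wells and 100% = pilot-screen positive control compound; some compounds past the cut are filed as inactive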
KKLEB cytotox = cytotoxicity in KKLEB CF airway cells, primary screen, cytotoxicity control for CF NF-kB inhibitor project, cell-based, uHTS, fluorescence assay plates | KKLEB CF airway cells viability, ATPlite luminescence, overnight; stronger effect = lower value; cells stimulated with P. aeruginosa culture filtrate | activity change (cytotoxicity), % at 5 µM | 360,000 compounds, 0.36% hits | AID 602141, 2011;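 active = corrected activity change at or below -50% at 5 µM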
NR2E3 ag-1 = NR2E3 agonists in two-hybrid cells, primary screen, cell-based, luminescence, CHO-S, Gal4-NCOR/VP16-NR2E3; 360,000 compounds, 0.35% hits; AID 602229, 2012; luciferase; Photoreceptor-specific nuclear receptor (Homo sapiens), Q9Y5X4; inhibition of corepressor binding, % at 3.98 µM;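 active = inhibition above the mean of all tested compounds plus 3 SD, cut at about 70% in these data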;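 note: 0% = DMSO with NR2E3 transfected cells and 100% = cells lacking NR2E3 construct; higher means lower luciferase signal from less NR2E3 corepressor binding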
Target sequence (Q9Y5X4 whole entry, looked up, the tested form may be a part): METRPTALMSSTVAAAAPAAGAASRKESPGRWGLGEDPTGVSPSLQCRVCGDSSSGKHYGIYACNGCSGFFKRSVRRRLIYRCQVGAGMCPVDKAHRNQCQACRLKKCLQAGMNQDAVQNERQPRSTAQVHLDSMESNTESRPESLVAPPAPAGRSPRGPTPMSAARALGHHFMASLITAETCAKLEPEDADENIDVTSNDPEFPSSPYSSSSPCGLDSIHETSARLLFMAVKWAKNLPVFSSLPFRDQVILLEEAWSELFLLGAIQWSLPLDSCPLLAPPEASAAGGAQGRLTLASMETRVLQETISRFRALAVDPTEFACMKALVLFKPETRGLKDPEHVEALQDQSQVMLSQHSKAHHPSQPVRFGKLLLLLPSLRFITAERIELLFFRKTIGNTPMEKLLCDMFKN
HIF-2a block = HIF-2a reporter inhibitors, primary screen, luminescence, 786-0 RCC cells | 786-0 RCC cells HIF-2a reporter, luciferase luminescence, overnight | inhibition, % at 18.8 µM | 360,000 compounds, 0.72% hits;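 active = inhibition of the luminescence signal of 40% or more relative to plate controls, in a single-dose primary screen at 18.75 µM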
CaV13 FRET inh = Primary screen for inhibitors of IQ motif and Ca2+-dependent inactivation inhibitor domain binding in CACNA1D, Förster resonance energy transfer in living cells, … | HEK cells, CFP/YFP FRET ICDI-IQ, plate reader, 10 min; percent FRET-ratio fall versus neutral wells | inhibition, % at 12.3 µM | 340,000 compounds, 0.098% hits;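 active = mean replicate inhibition of at least 30% and at least 1% of replicates passing that level; inconclusive = only one of the two criteria is met; inactive = neither criterion is met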;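 note: 0% = median of the neutral control wells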
CF NFkB block = inhibitors of PAF-induced NF-kB signaling, primary screen, cell-based, GFP fluorescence, uHTS; 360,000 compounds, 0.86% hits; inhibition, % at 5 µM; KKLEB NF-kB-GFP reporter, GFP fluorescence overnight; AID 588850, 2011;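 active = at least 50% inhibition at 5 µM, scaled per plate between neutral and stimulator controls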;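 note: PAF is a Pseudomonas aeruginosa culture filtrate used as stimulus; plate controls were PAF-stimulated DMSO wells for no effect and unstimulated DMSO wells for full effect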
PDI turbidity = inhibitors of human PDI, primary screen, biochemical, turbidity, single point, plate reader; PDI insulin aggregation turbidity, A650, 90 min; Protein disulfide-isomerase (Homo sapiens), P07237; inhibition, % at 10 µM; 350,000 compounds, 0.052% hits;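 active = mean inhibition across replicates of 30% or more, whatever share of single replicates reach that level; inconclusive = mean inhibition below 30% while every single replicate reaches 30%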;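 note: absorbance from insulin aggregation driven by PDI reduction with DTT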
Target sequence (P07237 whole entry, looked up): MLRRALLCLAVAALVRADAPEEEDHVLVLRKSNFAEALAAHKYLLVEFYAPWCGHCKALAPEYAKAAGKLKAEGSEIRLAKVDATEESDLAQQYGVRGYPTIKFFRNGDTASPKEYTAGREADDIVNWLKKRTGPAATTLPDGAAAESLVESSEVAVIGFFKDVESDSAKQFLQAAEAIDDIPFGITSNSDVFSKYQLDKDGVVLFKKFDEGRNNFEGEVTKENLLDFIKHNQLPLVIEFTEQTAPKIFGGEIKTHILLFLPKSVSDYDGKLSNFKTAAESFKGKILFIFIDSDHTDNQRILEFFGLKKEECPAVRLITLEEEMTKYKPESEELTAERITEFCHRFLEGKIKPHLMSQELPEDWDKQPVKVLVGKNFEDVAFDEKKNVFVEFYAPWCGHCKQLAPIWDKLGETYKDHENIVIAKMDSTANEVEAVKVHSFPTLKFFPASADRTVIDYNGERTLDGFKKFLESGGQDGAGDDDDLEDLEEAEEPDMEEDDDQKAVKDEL
Vif inh = HIV Vif self-association inhibitors, primary screen, imaging, HEK293T, single point. AID 602346, 2012. 340,000 compounds, 0.35% hits. inhibition, % at 7.49 µM. HEK293T cells, Vif self-association by quenched fluorescence, 24 h; in the data active = inhibition above about 50%, passing the limit was not always enough; inconclusive = no clear call, values can overlap the other calls; inactive = below about 31%; note: some results filed as inactive read as strong as hits
Peg3 promoter = Peg3 promoter-driven luciferase inhibitors, primary screen, cell-based, HeLa, luciferase luminescence; 360,000 compounds, 1.7% hits; AID 588405, 2011; inhibition, % at 20 µM; HeLa PEG-Prom luciferase reporter, overnight;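 active = inhibition of at least 50% at 20 µM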
NR2E3 ag-2 = inhibitors of NR2E3-RetCOR corepressor binding, primary screen, NR2E3 agonist project, biochemical, TR-FRET, GST-NR2E3, biotin-RetCOR; Photoreceptor-specific nuclear receptor (Homo sapiens), Q9Y5X4; 1536-well; inhibition of corepressor binding, % at 4.78 µM; 320,000 compounds, 0.12% hits; AID 2300, 2010;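 active = percent inhibition above the cutoff of mean plus 3 SD of all tested compounds, set per screening campaign, cut at about 20% in these data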;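 note: 0% = DMSO wells and 100% = biotin wells as full block of FRET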
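Material: NR2E3–RetCOR corepressor complex | Quantity: 1.35 nM GST-tagged NR2E3 final | Schedule: 5 h at 4 °C | Replication: Singlicate compound wells | Reagent: RetCOR corepressor, biotinylated, 7 nM | Controls: Biotin wells as high control, 0.6% DMSO wells as low control | Signal: TR-FRET, Eu(K)-anti-GST donor, streptavidin-D2 acceptor, ex 340, em 617/671 nm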
* marks the source's active call; other numbers are inactive results; ? = inconclusive; / = no result given.

SMILES	NR2E3 ag-2	CF NFkB block	Peg3 promoter	Shn3 3UTR inh	CaV13 FRET inh	MITF TRPM1 inh	HIF-2a block	PDI turbidity	NR2E3 ag-1	KKLEB cytotox	Vif inh
O=S(=O)(c1ccc(F)cc1)N1CCN(C(=S)NC2CCCC2)CC1	0	2	8	14	-6	2	7	1	22	-5	-11
CS(=O)(=O)n1nc(OC(=O)c2cccs2)cc1N	-1	-6	-2	7	-6	-4	10	-2	4	4	1
CCCCOc1ccc(C(=O)NCCc2cccs2)cc1	-1	-9	-298	-96	/	-54	-238	-5	-99	-11	-5
O=C(CN(Cc1ccco1)C(=O)CNS(=O)(=O)c1ccccc1)NCc1ccc(F)cc1	1	8	19	-40	-7	3	20	5	-17	-2	4
COc1cc(NS(=O)(=O)c2ccc3ccccc3c2)c2ncccc2c1	0	40	54*	50	-6	37	-61	8	48	-9	-6
COc1ccc(CSCC(=O)N/N=C/c2ccc(OCC(=O)N3CCCCC3)cc2)cc1	2	-2	3	12	-9	-10	-10	5	-7	0	-9
CCOc1ccc(N(C(=O)C2CCCO2)C2C=CS(=O)(=O)C2)cc1 (configuration not stated)	1	-5	14	7	-2	11	18	6	-47	2	-5
CCC(=O)N1CCc2cc(S(=O)(=O)CCC(=O)NCc3ccco3)ccc21	0	16	-34	0	-5	3	19	?	15	-3	/
Cc1ccc(SCC(=O)OCC(=O)N(C)CC(=O)Nc2ccccc2Cl)cc1C	0	26	-9	-7	-11	6	2	3	3	-13	-1
COc1ccc(NC(=O)C2(N(CC(C)C)C(=O)Cn3nnnc3N)CCCCC2)cc1	3	2	8	-4	-4	-1	16	10	9	7	4
Cc1nn(-c2ccccc2)c(C)c1C(=O)NNC(=O)C(F)(F)F	2	6	15	-3	-4	3	13	4	10	4	-3
CCc1nn(C(CC)C(=O)NCCCN2CC(C)CC(C)C2)c(=O)c2cc3oc(C)cc3n12 (configuration not stated)	1	13	31	3	-6	11	5	1	37	14	-4

SMILES	NR2E3 ag-2	CF NFkB block	Peg3 promoter	Shn3 3UTR inh	CaV13 FRET inh	MITF TRPM1 inh	HIF-2a block	PDI turbidity	NR2E3 ag-1	KKLEB cytotox	Vif inh
O=C(NC1CCCC1)C(=O)N(Cc1cccnc1)C(C(=O)NCC1CCCO1)c1ccco1 (configuration not stated)	4	-4	5	13	6	/	4	-3	-3	-3	2
CC(C)OCc1c(C(=O)OC/C(O)=C(\C#N)c2nc3ccccc3[nH]2)oc2ccccc12	0	3	11	11	-4	15	0	2	-12	-5	2
Cc1nn(CC(=O)c2ccc3c(c2)OCCO3)c(=O)c(C#N)c1C	/	20	1	4	-9	-5	-3	-3	-42	4	3
CC(=O)c1cccc(Nc2ccc(-c3ccccc3F)nn2)c1	-3	-8	-305	-111	-1	-66	-290	-3	-116	3	-8
CCOC(=O)CCCOC(=O)c1ccc(S(=O)(=O)N(C)C)cc1	-3	6	3	3	-5	5	8	1	-3	-6	7
Cc1cc(C)c(O)c(-c2cc(C(=O)NCc3ccccc3)[nH]n2)c1	0	-8	-2	13	/	0	-34	14	6	11	/
CCO[C@@H]1OC(C(=O)NCc2nc3ccccc3[nH]2)=C[C@H](C(C)(C)C)[C@H]1CCCO	0	32	-20	34	-6	55	20	1	40	-20	7
CC(/C=C/c1ccccc1)=N\NC(=O)c1ccc2c(c1)OCCO2	-4	6	-34	-73	-4	-4	-40	-6	-89	3	-1
CCC(=NCCc1c(C)[nH]c2ccc(C)cc12)C1=C(O)CC(c2ccccc2)CC1=O (configuration not stated)	2	57*	22	12	-16	22	28	9	-8	-20	-4
O=C1NC(c2ccc(-c3ccccc3[N+](=O)[O-])o2)C(C(=O)c2ccccc2)C(O)(C(F)(F)F)N1 (configuration not stated)	1	6	22	26	-4	7	28	-10	3	2	-8
OCC[C@H]1C[C@H](O)[C@@H](O)[C@@]2(CCc3ccccc3O2)O1	-1	-13	1	19	-9	-7	1	-2	-28	-4	2
N#CCSc1nc2c(c(C3CC=CCC3)c1C#N)CCC2 (configuration not stated)	-3	7	7	0	-4	-8	4	-21	-11	-4	-10

SMILES	NR2E3 ag-2	CF NFkB block	Peg3 promoter	Shn3 3UTR inh	CaV13 FRET inh	MITF TRPM1 inh	HIF-2a block	PDI turbidity	NR2E3 ag-1	KKLEB cytotox	Vif inh
Cc1cccc(C)c1NC(=O)CN1C(=O)NC(C)(CCc2ccccc2)C1=O (configuration not stated)	-1	-14	-5	-15	-6	-4	16	-4	-9	12	/
Cc1ccc(-c2csc(NC(=O)Cc3ccc(F)cc3)n2)o1	1	-6	-24	30	-3	-12	-32	-3	-7	4	-9
Cc1cc(NC(=O)NCc2ccccc2)c(=O)n(Cc2ccccc2F)c1	-5	-7	-30	-23	-4	-14	-79	4	-48	-6	-4
CC(Sc1nnnn1C)C(=O)Nc1cc(S(=O)(=O)N2CCCCC2)ccc1Cl (configuration not stated)	-3	-6	1	-9	-2	5	-1	10	-17	2	-1
CCOC(=O)N1CCN(C(=O)c2cn(C)c3ccc(S(=O)(=O)N4CCCC4)cc3c2=O)CC1	-3	2	-3	-31	-5	-7	22	-1	-13	-4	25
COC(=O)c1c(CCl)noc1C(=O)NCC1CCCO1 (configuration not stated)	-3	8	-6	1	-10	8	-3	-4	10	-5	10
COc1cnc(-c2cccc(C(F)(F)F)c2)[nH]c1=O	4	3	13	20	3	5	18	12	-3	-6	-1
Cc1occc1-c1nnc(SCC(=O)NC2CCC(C)CC2)o1 (configuration not stated)	1	-4	-1	-1	-5	-3	6	3	-5	8	-5
CCC(=O)NS(=O)(=O)c1cccnc1Nc1ccccc1Cl	1	-7	1	6	-1	7	10	-13	-7	8	2
CCCc1cc(=O)[nH]c(SCC(=O)N2CCN(S(=O)(=O)c3ccc(C)cc3C)CC2)n1	-1	-2	20	7	-17	5	25	1	-6	-3	-4
Cc1cc(Cl)ccc1OCc1cn2cccnc2n1	3	-5	-307	-34	4	-82	-305	-5	-93	-5	20
C[C@H](O)[C@@H]1C(=O)N2CCc3ccc(N4CCN(C)CC4)cc3[C@@H]2C[C@@H]1N(C)C(=O)c1cccnc1	/	28	8	-1	-3	/	-7	-2	-14	7	/

SMILES	NR2E3 ag-2	CF NFkB block	Peg3 promoter	Shn3 3UTR inh	CaV13 FRET inh	MITF TRPM1 inh	HIF-2a block	PDI turbidity	NR2E3 ag-1	KKLEB cytotox	Vif inh
COc1cc(-n2c(C)nc3cccnc32)c(Cl)cc1C(=O)O	-3	15	-17	3	-19	-8	-14	11	-17	-5	-20
CCOc1ccc(NC(=O)COC(=O)Cc2ccsc2)cc1	/	9	-5	-4	-6	/	2	12	-13	-9	-1
CCOC(=O)c1ccc(-n2cncn2)nc1	3	-9	-13	-9	-5	-11	3	5	-14	6	9
CSc1ccccc1NC(=O)CN(C)C(C)C(=O)Nc1ccc(C#N)cc1 (configuration not stated)	0	7	17	12	-3	6	19	0	1	-3	4
Cc1sc2nc(CSCC(=O)Nc3ccccc3C#N)[nH]c(=O)c2c1C	-1	7	5	0	-5	13	-1	5	5	-13	3
CC#CCN1c2ccccc2[C@]23C[C@@H](C(=O)OC)N(C(=O)NC4CCCCC4)C2=NC(C(=O)OC)=C(C(=O)OC)[C@H]13	4	-23	7	-5	-5	-6	15	-1	9	5	-7
CC1=CC(C)(C)N(C(=O)CSc2nnc(-c3ccc(C)cc3)o2)c2ccc(C)cc21	5	11	35	8	1	-3	16	-6	-23	4	/
CCn1c2ccccc2c2cc(NC(=O)CSc3nnc(-c4cccc(OC)c4)n3N)ccc21	2	-3	26	10	-8	1	8	0	-1	-6	-6
COc1cccc(C(NC(C)=O)c2nc(-c3ccc(C)c(C)c3)cs2)c1 (configuration not stated)	/	-17	8	-2	-6	/	-7	-6	-7	4	3
Nc1cc2c3c(cccc3c1)C(=O)N(CCN1CCCC1)C2=O	-12	-113	107*	6	-9	90*	54*	-7	-41	-2	22
O=c1[nH]c(Sc2ccc([N+](=O)[O-])cc2[N+](=O)[O-])nc2ccccc12	4	22	-58	2	-3	7	-91	1	-28	-28	5
NC(=O)c1ccsc1NC(=O)CSc1nnc2ccccn12	1	-14	-15	-5	-21	-6	-22	2	11	5	2
O=C(CCOc1ccccc1)Nc1ccnn1C1CCN(C(=O)CCC(F)(F)F)CC1	-1	-2	-41	-26	-6	-13	-54	10	-18	-4	2
Cc1ccc(-c2nnn(CC(=O)NC3CCCc4ccccc43)n2)cc1 (configuration not stated)	2	-3	7	1	-6	7	7	-16	-2	-1	-5
